Rab7 wt modul: modulators of GTP binding to dog Rab7 wildtype GTPase; GST-Rab7 beads, fluorescent GTP binding, flow cytometry; actives lie on both sides; untreated = 100%, excess cold GTP = 0%; GTP binding activity (percent of control), % at 10 µM; actives 0.055% (n = 190,000); AID 758;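 active = fluorescent GTP binding to Rab7 beads changed by at least 20 points from the 100% baseline, either direction, mostly lower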;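 note: median green fluorescence of bound Bodipy-FL-GTP per Rab7 bead population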
Avidin fluor: compound fluoresces at 488/530 nm on avidin beads; compound fluorescence 488/530 nm, flow cytometry; active compounds read high; fluorescence (KMESF) at 10 µM; actives 0.38% (n = 220,000); AID 1775; in the data active = fluorescence above about 47; note: inactives centre near 10
Mcl1 Bid PPI: disrupts binding of human Mcl-1 to Bid peptide. actives 0.97% (n = 220,000). TR-FRET Mcl-1/Bid-Dy647 peptide binding, 1536-well. AID 1021. inhibition, % at 21.7 µM. Q07820;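 active = compounds that cut the binding signal by more than half at the single screening dose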;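 note: His-tagged Mcl-1 with europium anti-His antibody binding Bid BH3 peptide; 0% = Mcl-1 plus peptide wells and 100% = peptide-only wells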
Target sequence (Q07820 whole entry, looked up): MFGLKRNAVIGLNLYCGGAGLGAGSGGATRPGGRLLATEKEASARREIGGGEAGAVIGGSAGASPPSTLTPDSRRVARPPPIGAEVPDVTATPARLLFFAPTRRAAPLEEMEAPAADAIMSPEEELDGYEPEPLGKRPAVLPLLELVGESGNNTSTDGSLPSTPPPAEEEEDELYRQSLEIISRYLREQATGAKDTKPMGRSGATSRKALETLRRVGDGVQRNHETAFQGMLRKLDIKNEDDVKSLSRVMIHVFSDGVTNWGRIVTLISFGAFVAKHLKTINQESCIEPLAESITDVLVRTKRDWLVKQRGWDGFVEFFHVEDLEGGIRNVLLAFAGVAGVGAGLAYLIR
Mcl1 Noxa PPI: disrupts binding of human Mcl-1 to Noxa peptide. inhibition, % at 21.7 µM. TR-FRET Mcl-1/Noxa peptide binding, 2 h. actives 1.5% (n = 220,000);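 active = compounds that cut the protein-peptide binding signal by more than 50% relative to plate controls in a single-dose test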;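 note: His-tagged Mcl-1 with rhodamine Noxa BH3 peptide and terbium anti-His antibody; 0% = Mcl-1 plus Noxa peptide wells and 100% = peptide-only wells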
Pf gametocyte: kills late stage P. falciparum gametocytes; P. falciparum stage V gametocytes, ATP luminescence, 24 h; inhibition, % at 10.9 µM; actives 0.065% (n = 150,000); AID 743093;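 active = inhibition above the mean plus 3 SD of compounds within the control limits, set per campaign, cut at about 38% in these data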;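 note: 0% = DMSO wells and 100% = medium only without gametocytes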
HRas wt GTP bind: human HRas wildtype GTP binding, change in either direction. GTP binding activity, % at 10 µM. actives 0.14% (n = 190,000). GST-Ras wt beads, Bodipy-FL-GTP binding, flow cytometry; actives lie on both sides. P01112;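 active = GTP binding activity at least 20% away from the 100% baseline, either lowered as inhibitor or raised as activator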;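 note: 0% = unlabeled GTP competition control and 100% = no-compound control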
Target sequence (P01112 whole entry, looked up): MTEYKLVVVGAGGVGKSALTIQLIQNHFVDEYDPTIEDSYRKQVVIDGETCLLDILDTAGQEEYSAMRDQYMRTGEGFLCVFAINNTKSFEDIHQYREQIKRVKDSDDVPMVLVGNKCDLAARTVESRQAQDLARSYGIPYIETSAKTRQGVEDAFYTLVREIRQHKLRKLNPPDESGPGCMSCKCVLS
Rac1 wt modul: human Rac1 wildtype GTP binding, inhibitors and activators; AID 757; GTP binding activity (% of control), % at 10 µM; GST-Rac1 beads, fluorescent GTP binding, flow cytometry; actives lie on both sides; 0 = cold GTP competed, 100 = untreated; P63000; actives 0.27% (n = 190,000);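 active = GTP binding activity at least 20 points away from the 100% control level, either lower or higher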
Cdc42 wt GTP: changes GTP binding to wildtype human Cdc42; P60953; GST-Cdc42 beads, Bodipy-GTP binding, flow cytometry; actives lie on both sides; percent activity (GTP binding), % at 10 µM; actives 0.2% (n = 190,000); AID 761;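 active = percent activity GTP binding at least 20 points away from the 100% baseline, either down as inhibitor or up as activator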;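 note: median bead fluorescence of bound Bodipy-FL-GTP at 100 nM; 0% = excess unlabeled GTP control and 100% = no compound control; below 100% means less GTP binding so inhibitor and above means activator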
Target sequence (P60953 whole entry, looked up): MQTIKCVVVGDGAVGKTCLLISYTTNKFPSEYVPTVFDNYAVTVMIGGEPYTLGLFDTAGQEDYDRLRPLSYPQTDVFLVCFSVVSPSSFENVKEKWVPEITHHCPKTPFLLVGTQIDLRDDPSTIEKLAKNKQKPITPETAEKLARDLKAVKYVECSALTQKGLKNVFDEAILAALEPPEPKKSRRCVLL
GSH bead fluor: compound fluoresces at 488/530 nm on GSH beads. GSH beads flow cytometry, compound fluorescence 488/530 nm; active compounds read high. actives 0.25% (n = 190,000). fluorescence (KMESF) at 10 µM; in the data active = fluorescence above about 89;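 note: glutathione beads carrying GST-tagged Bcl family fusion proteins plus one bare bead set; values are compound well signal with DMSO vehicle wells as background; inactives centre near 16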
Rac1 act GTP bind: modulators of GTP binding to human Rac1 activated mutant | percent activity (GTP binding), % at 10 µM | actives 0.11% (n = 190,000) | GST-Rac1 activated beads, fluorescent GTP binding, flow cytometry; actives lie on both sides; 100% means binding = to untreated wells;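 active = GTP binding at least 20 percentage points away from the 100% baseline, in either direction, so actives lie on both sides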
Rab2 wt GTP: changes GTP binding to wildtype dog Rab2A, up or down. P61105. GST-Rab2 wt beads, Bodipy-GTP binding, flow cytometry. GTP binding activity, % at 10 µM. actives 0.19% (n = 190,000);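 active = GTP binding activity at least 20 points away from 100%, either lowered or raised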;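 note: 0% = beads with excess unlabeled GTP and 100% = no-compound control corrected for plate trend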
* marks the source's active call; other numbers are inactive results; / = no result given. Compounds were not picked by outcome. About 3% of those tested had a hit in this group.

SMILES	Rab7 wt modul	Avidin fluor	Mcl1 Bid PPI	Mcl1 Noxa PPI	Pf gametocyte	HRas wt GTP bind	Rac1 wt modul	Cdc42 wt GTP	GSH bead fluor	Rac1 act GTP bind	Rab2 wt GTP
CCOC(=O)c1sc(NC(=O)CSc2nc3c(cc2C#N)CCCCCC3)c(C#N)c1C	93	9	-6	/	/	95	92	95	21	93	95
O=C(Nc1ccc(S(=O)(=O)NC2=NCCCCC2)cc1)c1ccco1	105	24	-14	4	-18	99	101	102	12	97	102
O=C(O)COn1c(-c2ccc(Cl)cc2)nc2ccc(Cl)cc21	104	9	-4	14	19	97	101	93	14	91	96
CCOC(=O)N1CCN(C(=S)NC(=O)c2cncc(Br)c2)CC1	105	2	-48	18	18	102	104	102	8	101	101
O=C(C1=C[C@H](c2ccc(Br)cc2)C[C@H](OCc2ccc(CO)cc2)O1)N1CCOCC1	97	5	-13	-9	-19	98	97	97	19	96	97
COCCC(=O)N(Cc1ccc2c(c1)OCO2)C(C(=O)NC1CCCCC1)c1ccncc1 (stereo not given)	101	8	-15	18	/	102	102	102	6	100	98
CCn1ncc(C2=NOC(C(=O)NCc3ccc(Cl)cc3)C2)c1C (stereo not given)	96	13	-33	10	15	98	101	101	31	100	98
CC1CC(C)(C)NC(=S)N1CCCC(=O)N1CCN(c2ccc(F)cc2)CC1 (stereo not given)	98	6	-73	16	/	101	107	99	7	102	102
Cc1cccc(N)c1SC1CCCCC1O (stereo not given)	101	5	-80	7	/	100	102	101	11	100	101
Cc1ccc(S(=O)(=O)C2(C(=O)Nc3ccc(C(C)C)cc3)CC2)cc1	101	12	-1	11	-20	96	97	93	13	96	97
CN=Cc1c(NC)nc2c(C)cccn2c1=O	98	8	-1	4	15	98	100	100	68	99	100
CC(C)OCCCNS(=O)(=O)c1ccc2c(c1)OCCO2	103	36	-5	27	7	102	103	102	25	98	103
Cc1cccc(N(C)C(=O)c2coc(=O)c3ccccc23)c1	98	2	-10	-7	/	101	105	102	43	99	101
CCOC(=O)c1cnc2cc(C)ccn2c1=O	99	11	2	14	-4	102	105	105	14	100	103
O=C(NC1CCCC1)c1c[nH]c2ccc(F)cc2c1=O	103	33	-11	-4	8	103	107	104	22	101	101
Cc1ccc(C)c(S(=O)(=O)NCc2ccc(C(=O)NCc3ccco3)cc2)c1	101	4	-8	21	/	100	99	97	18	99	100
C=CCN1C(=NC(=O)CCC)SC2CS(=O)(=O)CC21 (stereo not given)	103	37	-18	-1	-2	102	104	102	23	101	102
COc1cccc(C2C(C(=O)c3cc4cccc(OC)c4o3)=C(O)C(=O)N2c2cc(C)on2)c1OC (stereo not given)	95	-1	-3	9	2	93	91	92	27	90	93
Fc1ccc(-c2cc(C(F)(F)F)nc(-n3cc(Cl)cn3)n2)cc1	97	16	-10	10	4	98	99	101	15	95	99
O=C(c1cnc2n(c1=O)CCS2)N1CCCc2ccccc21	102	5	-2	-5	/	101	101	101	27	99	102
Cc1nn(Cc2ccccc2Cl)c(C)c1NC(=O)/C=C/c1cnn(C)c1	98	11	-25	2	/	97	98	98	48	97	96
CCCCOC(=O)C1=C(C)NC(=O)NC1c1ccc([N+](=O)[O-])s1 (stereo not given)	100	12	0	28	/	100	108	104	11	98	101
Cc1cc(C)cc(N2CCCC2=O)c1	100	22	-10	-8	13	103	103	101	14	101	101
Cn1c(=O)c(C(=O)CN2CCc3ccccc32)c(N)n(Cc2ccccc2)c1=O	100	13	-26	17	8	102	105	104	13	102	100
COc1cccc(CN2CCN(Cc3cccn3-c3cccnc3)CC2CCO)c1 (stereo not given)	99	11	-48	10	-6	101	104	97	14	96	97
CN(Cc1ccccc1)c1nc2c(c(=O)[nH]c(=O)n2C)n1Cc1ccccc1Cl	103	6	-8	-2	5	105	109	105	46	102	105
COC(CNC(=O)C1CCN(C(=O)c2cc3oc(C)cc3n2Cc2c(F)cccc2Cl)CC1)OC	92	6	-77	13	15	95	98	95	17	98	95
Cc1ncoc1C(=O)N1CCCC(C(=O)c2ccc(C(F)(F)F)cc2)C1 (stereo not given)	102	11	-18	-6	/	96	97	97	11	92	95
O=C(Nc1cccc(-c2nc3cccnc3s2)c1)C1c2ccccc2Oc2ccccc21	103	9	25	-34	/	100	105	101	8	98	101
COc1ccc(C(=O)NNC(=O)CSc2nc3c([nH]2)c(=O)n(C)c(=O)n3C)cc1	106	13	-38	35	-12	100	100	100	26	98	101
CCOC(=O)NCC(C#CCN(CC)CC)N(CC)CC (stereo not given)	100	14	-18	7	14	101	99	100	31	95	100
Cc1ccccc1N(CC(=O)Nc1ccc(F)cc1)S(C)(=O)=O	98	32	1	14	2	101	103	106	19	100	101
O=C(Sc1cccc2cccnc12)c1ccc(F)cc1	101	24	-26	6	-33	97	97	95	9	92	96
CCOc1cccc(OCCOCCNC(C)(C)C)c1	98	13	13	22	16	101	104	102	16	98	98
COCCNC(=O)c1onc(CSc2ccccc2)c1C(=O)O	96	8	24	27	12	96	95	95	36	93	96
CC(C)(C)c1nn(-c2ccccc2)c2[nH]c(=O)c(CNCc3ccco3)cc12	101	17	-24	2	15	99	98	98	10	101	102
COc1ccc(NS(=O)(=O)c2cc(NC(=O)c3ccc(F)cc3)ccc2OC)cc1	105	2	-8	18	-2	103	105	104	6	98	102
O=C(COc1ccc(F)cc1)NNC(=O)c1cc2ccccc2oc1=O	100	3	11	26	6	96	100	96	9	96	99
O=C(N/N=C/c1cnc(N2CCCCC2)s1)c1ccc(C(F)(F)F)cc1	96	7	-12	28	/	96	100	98	17	96	95
Cc1nc(N[C@@H](Cc2ccccc2)C(=O)O)c2oc3ccccc3c2n1	93	19	-18	5	/	94	94	95	10	93	94
CCOc1ccc(N2C(=O)CC(N3CCN(c4ccccc4F)CC3)C2=O)cc1 (stereo not given)	98	33	-2	-5	-18	103	110	105	19	101	103
NN/C(=C\[N+](=O)[O-])Nc1ccccc1	96	13	-7	6	18	97	99	98	9	96	98
Cc1cccc(NC(=O)c2cc(Cl)ccc2[N+](=O)[O-])c1	101	14	-12	2	/	106	109	105	16	105	101
C=CCn1c(SCc2ccc3nonc3c2)nnc1-c1cccs1	94	34	-36	/	/	94	91	95	32	93	94
O=C(NCc1ccco1)C1CCCN(S(=O)(=O)c2cccc3cccnc23)C1 (stereo not given)	103	7	-20	-3	/	104	107	107	25	104	106
CC(C)n1c(=O)[nH]c2ccccc21	96	8	-12	-12	2	97	99	98	5	97	95
C=CC(=O)N1c2ccccc2Sc2ccc(NC(=O)OCC)cc21	101	8	-8	3	/	101	103	100	16	99	101
COC(=O)CC1COc2ccccc2N1C(=O)c1cccc(C(F)(F)F)c1 (stereo not given)	88	12	-7	8	-2	92	95	92	13	94	92
COc1ccc(OC)c(NS(=O)(=O)c2ccc(NC(C)=O)cc2)c1	100	5	-34	9	32	100	103	101	14	97	97
CCC(=O)Nc1cccc(NC(=S)NC(=O)c2ccccc2Cl)c1	100	11	-1	11	/	98	107	100	23	97	99
CCn1c2ccc(C)cc2c2nnc(SCCN3CCOCC3)nc21	104	21	-55	-9	5	97	92	97	24	93	95
O=c1[nH]oc(O)c1-c1ncc(C(F)(F)F)cc1Cl	104	9	8	19	13	96	98	94	17	97	95
COC(=O)CCCC(=O)NC(C)c1cnn(-c2ccccc2C)c1C (stereo not given)	97	12	-27	9	32	96	96	96	12	97	96
COC(=O)CSc1nc2c(c(C3CC=CCC3)c1C#N)CCC2 (stereo not given)	99	5	9	23	/	103	108	103	14	99	98
O=[N+]([O-])c1cc(CN2CCCC2)c2cccnc2c1O	92	13	10	75*	/	101	99	102	7	101	98
COc1cc(C2C(C#N)=C(C)NC(C)=C2C#N)cc(OC)c1OC	100	11	-8	11	-3	103	104	102	21	99	100
COc1ccccc1CCN=C(N)NS(=O)(=O)c1cccs1	91	13	-15	-3	-28	92	96	93	66	96	93
COc1ccc([N+](=O)[O-])cc1N(CC(=O)NCCSc1ccc(C)cc1)S(C)(=O)=O	99	8	-30	16	-24	97	99	97	18	93	95
Cc1c(N2C(=O)/C(=C\c3ccc(N(C)C)cc3)N(C)C2=S)c(=O)n(-c2ccccc2)n1C	101	7	-20	-11	11	103	105	102	9	102	101
COc1ccc(CCn2nnnc2C(CC(C)C)N2CCN(c3ncccn3)CC2)cc1OC (stereo not given)	103	9	-59	0	/	104	104	104	20	101	105
Next section
SMILES	Rab7 wt modul	Avidin fluor	Mcl1 Bid PPI	Mcl1 Noxa PPI	Pf gametocyte	HRas wt GTP bind	Rac1 wt modul	Cdc42 wt GTP	GSH bead fluor	Rac1 act GTP bind	Rab2 wt GTP
O=C(/C=C/c1cccc([N+](=O)[O-])c1)Nc1cc(C(=O)O)cc(C(=O)O)c1	98	6	12	34	/	95	97	95	19	96	96
O=C(O)COc1ccc(S(=O)(=O)NCCc2ccccc2)cc1	105	7	1	4	/	103	104	105	25	99	101
O=c1[nH]c2ccc(S(=O)(=O)N3CCCCC3)cc2[nH]c1=O	100	22	-3	10	-34	103	106	100	14	100	103
CO/N=C/CC(=O)c1cnc(-c2ccc(Cl)cc2)s1	98	11	-8	-5	1	98	103	97	10	96	99
CN(c1ccccc1)S(=O)(=O)c1ccc(Cl)c(C(=O)OCC(=O)N2CCOCC2)c1	92	10	-10	5	-19	95	94	96	19	94	94
COc1ccc(OC)c2c1sc(=NC(=O)C(C)C)n2C	97	6	-17	26	/	97	96	97	19	97	98
O=C(CN1CCN(c2ccccc2)CC1)Nc1ccc2c(c1)OCCO2	104	14	-25	14	/	94	91	92	13	89	93
COC(=O)C1CC(O)CN1C(=O)c1ccco1 (stereo not given)	99	13	-12	-9	-56	102	99	100	35	94	99
CCCC(C)NC(=O)c1c2c(nc3ccccc13)CCC2 (stereo not given)	96	10	-23	38	-8	93	95	100	16	97	99
Cc1noc(C)c1Cc1ccc(O)cc1	100	14	-32	-1	/	100	100	98	60	96	100
Cc1ccccc1-c1noc(C23CC4CC(CC(C4)C2)C3)n1	104	12	-12	3	26	103	98	101	4	96	101
O=C(CCSCc1ccccc1Cl)N1CCN(c2ccccn2)CC1	95	34	-17	-11	/	96	95	96	11	94	95

Ordered by molecular weight (smallest number first): part of the list above
SMILES	Rab7 wt modul	Avidin fluor	Mcl1 Bid PPI	Mcl1 Noxa PPI	Pf gametocyte	HRas wt GTP bind	Rac1 wt modul	Cdc42 wt GTP	GSH bead fluor	Rac1 act GTP bind	Rab2 wt GTP
Cc1noc(C)c1Cc1ccc(O)cc1	100	14	-32	-1	/	100	100	98	60	96	100
COc1ccc(OC)c2c1sc(=NC(=O)C(C)C)n2C	97	6	-17	26	/	97	96	97	19	97	98
O=C(CN1CCN(c2ccccc2)CC1)Nc1ccc2c(c1)OCCO2	104	14	-25	14	/	94	91	92	13	89	93

Compound activity from PubChem BioAssay.
